LmPK inhibitor: LmPK (Leishmania mexicana) enzyme inhibition. Q27686. purified LmPK, Kinase-Glo ATP luminescence, 1 h. Potency, µM (highest dose often 57.5 µM), inactives show at the highest dose activity change, negative = inhibition, most hits filed as inhibitors. 290,000 tested, 0.37% active. AID 1721
Target sequence (Q27686 whole entry, looked up): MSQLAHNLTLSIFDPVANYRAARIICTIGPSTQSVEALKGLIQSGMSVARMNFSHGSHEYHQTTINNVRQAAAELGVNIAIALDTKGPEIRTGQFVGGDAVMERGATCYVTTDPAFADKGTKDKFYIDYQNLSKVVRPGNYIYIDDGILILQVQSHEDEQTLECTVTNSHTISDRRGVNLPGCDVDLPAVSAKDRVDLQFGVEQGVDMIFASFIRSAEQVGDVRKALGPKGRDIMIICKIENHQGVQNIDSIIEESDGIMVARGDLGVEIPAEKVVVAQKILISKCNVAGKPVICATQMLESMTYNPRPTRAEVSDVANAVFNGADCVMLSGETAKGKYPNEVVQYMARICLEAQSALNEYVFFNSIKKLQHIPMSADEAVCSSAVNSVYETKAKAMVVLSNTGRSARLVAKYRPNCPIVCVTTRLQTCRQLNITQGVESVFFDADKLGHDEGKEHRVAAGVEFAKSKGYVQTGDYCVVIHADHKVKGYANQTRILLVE
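Purified LmPK (0.1 nM) with 0.5 mM PEP and 0.1 mM ADP in imidazole buffer pH 7.2 with MgCl2/KCl, 1 h at room temperature. ATP formed was read by luciferase luminescence and normalized to no-enzyme and uninhibited controls.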
Sm TGR block: blocks Schistosoma mansoni thioredoxin glutathione reductase. Q962Y6. purified TGR, DTNB reduction, TNB absorbance 405 nm. Potency, µM (highest dose often 114 µM), without a hit: at the highest dose activity change, negative = inhibition, hits mostly inhibitors. 360,000 tested, 3% active. AID 485364; also: nearly all actives have a fitted effect of over 60% in size
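TGR 20 nM + NADPH 100 uM (dispensed conc.), cpd preinc 15 min RT; start with NADPH (500 uM addition) then DTNB (15 mM addition). Kinetic TNB absorbance, 405 nm filter. Four-parameter Hill fit across titration.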
Pf growth 96h: P. falciparum growth inhibition at 96 hours. AID 504834. 320,000 tested, 6.9% active. Potency, µM (doses to about 28.7 µM), for inactives: at the top dose activity change, negative = inhibition, most hits filed as inhibitors. P. falciparum luciferase reporter growth, 96 h
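Cell-based qHTS: luciferase-tagged P. falciparum in erythrocytes (2% hematocrit, 0.05% parasitemia final) incubated with compounds for 96 hours, 37 C, 5% CO2; luciferase detection reagent then added and luminescence measured.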
Pf growth 48h: P. falciparum growth inhibition at 48 hours (one generation). AID 504832. 310,000 tested, 5.9% active. P. falciparum luciferase growth in erythrocytes, 48 h. Potency, µM (series often up to 28.7 µM), without a hit: at the top dose activity change, negative = inhibition, actives largely listed as inhibitors
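Growth was read as firefly luciferase luminescence after a 48 h, 37 C, 5% CO2 exposure of compounds to reporter-bearing P. falciparum cultures (0.1% parasitemia, 2% hematocrit final) in Albumax-supplemented RPMI 1640.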
HCV inh: inhibitors of hepatitis C virus infection. 340,000 tested, 3.4% active. Potency, µM (highest dose often 41.8 µM), inactives show at the top dose activity change, negative = inhibition, usual class: inhibitors. Huh7.5.1 HCVcc-Cre infection, luciferase reporter, 44 h
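Whole-lifecycle infectious HCVcc-Cre system; cells 1,000/well, compound then virus (~0.5 moi) added 4 h after plating, 44 h culture. Luciferase read 15 sec following 15 min substrate incubation, room temp.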
Tb PYK inh: inhibitors of Trypanosoma brucei pyruvate kinase; Q57TT1; TbPYK enzyme, Kinase-Glo Plus ATP luminescence, 45 min; Potency, µM (top dose mostly 76.8 µM), for inactives: top-dose activity, negative = inhibition, most hits filed as inhibitors; 410,000 tested, 0.12% active; also: nearly all actives have a fitted effect of over 50% in size
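Luminescence from Kinase-Glo Plus, added after a 45-minute room-temperature reaction, served as the end-point read-out. The enzyme and substrate were preincubated with compound before ADP (130 uM final) initiated turnover. Concentration-effect curves came from normalized qHTS data.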
Starred values were filed as active, the others as inactive; i = inactive; ? = inconclusive; . = not tested or not shown; & = joins results of further samples; [ ] = remark or other dose. Calls follow the shape of the dose curve; as a rule, active = well fitted curve in the direction sought with a large enough effect; inconclusive = small, poorly fitted or top-dose-only effect, or another doubt; inactive = no such curve, though single readings can be large; an effect the other way counts as inactive or inconclusive. % is scaled to controls: 0 for no effect and ±100 for the full control effect; potency is read from the fitted curve at half-maximal effect.

smiles	LmPK inhibitor	Sm TGR block	Pf growth 96h	Pf growth 48h	HCV inh	Tb PYK inh
NNC(=O)C1=NOC(CNc2ncc(C(F)(F)F)cc2Cl)C1 (stereo unspecified)	-4%	-10%	?	.	-13%	-3%
O=C(C1CCC(=O)N(C2CC2)C1)N1CCN(c2ccccc2Cl)CC1 (stereo unspecified)	1%	-1%	?	32%[activator]	5%	5%
Cc1ccc(Nc2nc(-c3ccc(F)cc3)cs2)nc1	2%	41%[activator]	31%[activator]	209%[activator]	-16%	5%
O=C(Nc1ccc2ccccc2c1)c1ccc(Cl)cc1Cl	-10%	11%	i	-18%	?	7%
Cc1ccc2nc(NC(=O)CN3C(=O)C4CC=CCC4C3=O)sc2c1 (stereo unspecified)	6%	1%	65%[activator]	33%[activator]	-11%	-3%
CCn1c(-c2ccccc2)c(C(=O)O)c2ccccc21	5%	-7%	69%[activator]	37%[activator]	3%	1%
Nc1cc(OC(=O)c2cccs2)nn1S(=O)(=O)c1ccc(F)cc1	6%	?	?	4%	3%	-2%
CCSc1ccc([C@@H]2[C@@H]3C(=O)N(C)C(=O)[C@@H]3[C@]3(C(=O)OC)CCCCN23)cc1	.	?	?	8.3µM*	5%	6%
CN(CCc1ccccn1)C(=S)Nc1cccc(S(=O)(=O)N(C)C)c1	-1%	0%	-1%	7%	-12%	-1%
O=C(CSc1nnnn1-c1ccccc1)NCC1(N2CCOCC2)CCCCC1	.	-16%	?	?	1%	3%

Other compounds.
smiles	LmPK inhibitor	Sm TGR block	Pf growth 96h	Pf growth 48h	HCV inh	Tb PYK inh
Cc1ccccc1-c1ncc(CN2CCN(C3CCCCC3)C(CCO)C2)cn1 (stereo unspecified)	-3%	3%[57.1 µM]	-35%	6%	-5%	-1%
CCOc1ccc(N=C2NC(=O)C(CC(=O)O)S2)cc1 (stereo unspecified)	-8%	4%	160%[activator]	19%	15%	4%
Cc1n(Cc2ccccc2)c2cc([N+](=O)[O-])ccc2[n+]1Cc1ccccc1	-1%	1%	?	?	16%	-1%
Clc1ccc(CSc2nnc(-c3cccnc3)o2)cc1	-4%	-9%	44%[activator]	9%	13%	-4%
C=Cn1cc[n+](CC(=O)c2cc(C(C)(C)C)c(O)c(C(C)(C)C)c2)c1	-1%	-10%	2.1µM*	6.6µM*	?	-2%
COc1cc(C(=S)N2CCOCC2)cc(OC)c1OC(=O)c1cccc(C)c1	-2%	-11%	59%[activator]	?	7%	-2%
COCCSc1ccccc1C(=O)N1CCN(c2ccccc2OC)CC1	0%	-3%	-1%	-3%	1%	1%
Cc1cc(O)c(C(=O)/C=C/c2c(F)c(F)c(F)c(F)c2F)c(=O)o1	2%	-33%	?	?	-22%	2%
O=C(c1ccc(Cl)c(S(=O)(=O)N2CCOCC2)c1)N1CCCCC1	0%	-3%	?	11%	4%	-2%
Cc1sc2nc(-c3ccco3)oc(=O)c2c1C	-12%	-5%	.	12%	8%	4%

Next part
smiles	LmPK inhibitor	Sm TGR block	Pf growth 96h	Pf growth 48h	HCV inh	Tb PYK inh
COc1ccc2cc(Br)ccc2c1CC(=O)N(C)C	2%	.	-11%	5%	-18%	2%
COCCN(C(=O)c1ccc(NC2CC2)c([N+](=O)[O-])c1)c1c(N)n(CC(C)C)c(=O)[nH]c1=O	.	-21%	?	?	6%	-1%
CC(=O)Nc1ccc(S(=O)(=O)n2nc(C)cc2C)cc1	3%	4%	0.93µM*	-3%	10%	4%
O=C(NCc1ccco1)c1cc(-c2ccc3c(c2)OCO3)on1	0%	2%	?	176%[activator]	3%	4%
Cc1ccc(NC(=O)Cn2cnc3cc([N+](=O)[O-])ccc3c2=O)c(Cl)c1	5%	-1%	-19%	?	-11%	1%
COc1ccc(OC)c(CN2CCC(C(=O)N3CCN(c4ccccc4F)CC3)CC2)c1	-6%	-1%	?	-10%	-11%	-9%
COc1ccc(Br)c(C(=O)Nc2cccc(S(=O)(=O)N3CCOCC3)c2)c1	.	-5%	?	-31%	-12%	-6%
O=C(N/C(=C\c1ccccc1)C(=O)N1CCOCC1)c1cccc(Br)c1	8%	5%	7.4µM*	?	?	-2%
Cc1ccc(C)c(NC(NC(=O)c2cccnc2)C(Cl)(Cl)Cl)c1 (stereo unspecified)	2%	-1%	102%	?	-10%	-6%
COc1ccc(NS(=O)(=O)c2cc(S(C)(=O)=O)ccc2C)cc1	3%	-9%	-9%	0%	21%	-6%

Continuation:
smiles	LmPK inhibitor	Sm TGR block	Pf growth 96h	Pf growth 48h	HCV inh	Tb PYK inh
Cc1ccc2nc(NC(=O)C3CCCN(S(=O)(=O)c4cnc[nH]4)C3)sc2c1 (stereo unspecified)	-1%	-15%	?	-13%	?	3%
CCN1C(=O)/C(=C/C=C2/SCCN2C)SC1=S	-18%	7%	233%[activator]	124%[activator]	0%	-8%
Cc1ccnc(NC(=O)c2ccc3c(c2)NC(=O)C(C)S3)c1 (stereo unspecified)	.	-5%	246%[activator]	136%[activator]	-21%	-8%
CCCC(=O)NC(Oc1ccc(Cl)cc1Cl)C(Cl)(Cl)Cl (stereo unspecified)	-3%	32µM*	35%[activator]	-1%	-10%	-2%
COc1cc(OC)cc(C(=O)Nc2cccc3nc(C)ccc23)c1	2%	6%	?	-16%	-12%	0%
CCO[C@H]1OC(C(=O)N2CCCCCCC2)=C[C@@H](c2ccccc2)[C@@H]1CCCO	-2%	8%	-19%	-3%	-13%[8.37 µM]	-3%
CCn1cc(S(=O)(=O)Nc2cc(C(=O)OC)ccc2C)cn1	-8%	-25%	6%	11%	-13%	-3%
S=C(NCCc1ccccc1)NCc1cccc(Cl)c1	-6%	?	?	5%	3%	3%
O=C(N/N=C/c1cccc(OCc2ccccc2)c1)c1cccs1	4%	-1%	?	?	4%	.
O=c1c2ccc(Cl)cc2nc(-c2cccc(C(F)(F)F)c2)n1O	-2%	-26%	10µM*	?	?	2%

Looked up by compound from the list above:
smiles	LmPK inhibitor	Sm TGR block	Pf growth 96h	Pf growth 48h	HCV inh	Tb PYK inh
O=C(N/N=C/c1cccc(OCc2ccccc2)c1)c1cccs1	4%	-1%	?	?	4%	.
S=C(NCCc1ccccc1)NCc1cccc(Cl)c1	-6%	?	?	5%	3%	3%
COc1cc(OC)cc(C(=O)Nc2cccc3nc(C)ccc23)c1	2%	6%	?	-16%	-12%	0%

A second format for 2 compounds above:
Order of values – LmPK inhibitor	Sm TGR block	Pf growth 96h	Pf growth 48h	HCV inh	Tb PYK inh
- O=C(N/N=C/c1cccc(OCc2ccccc2)c1)c1cccs1
    4%	-1%	?	?	4%	.
- O=c1c2ccc(Cl)cc2nc(-c2cccc(C(F)(F)F)c2)n1O
    -2%	-26%	10µM*	?	?	2%

(list continues)
smiles	LmPK inhibitor	Sm TGR block	Pf growth 96h	Pf growth 48h	HCV inh	Tb PYK inh
CCCCCCCCC(=O)NNC(=O)c1c(O)c2ccccc2n(CC)c1=O	5%	-24%	-29%	30%	-20%	3%
CCN(CC)CCCNC(=O)c1nn(-c2ccccc2OC)c(=O)c2ccccc12	-10%	1%	30%[activator]	4%	?	4%
O=C(NCCc1ccccc1)c1ccccc1NC(=O)C1CC=CCC1C(=O)O (stereo unspecified)	-2%	0%	94%[activator]	88%[activator]	27%	-7%
COC(=O)NC(NC(=S)Nc1ccccc1OC)C(Cl)(Cl)Cl (stereo unspecified)	-2%	-20%	?	?	-3%	-3%
COC(=O)c1ccccc1NC(=O)CN1CCC(NC(=O)c2ccc(C)cc2)CC1	7%	-23%	?	?	-1%	6%
COc1ccc(NC(=O)CCN2CCN(S(=O)(=O)c3ccc(C(C)C)cc3)CC2)cc1	6%	-3%	?	.	?	-10%
Nc1nnnn1CC(=O)N/N=C/c1cccs1	-5%	-3%	26%	4%	6%	-1%
CC(C)(C)c1ccc2c(c1)OCC(C(=O)O)O2 (stereo unspecified)	-1%	-14%	46%[activator]	9%	4%	-3%
Cc1nc(C(=O)NC2CCOCC2)sc1C1(C)CC(c2cccc([N+](=O)[O-])c2)=NO1 (stereo unspecified)	2%	3%	9%	-4%	?	-8%
Cc1cc(C)c(C#N)c(Sc2ccc(N)cc2)n1	2%	-13%	-12%	-3%	3%	2%

(next part)
smiles	LmPK inhibitor	Sm TGR block	Pf growth 96h	Pf growth 48h	HCV inh	Tb PYK inh
CCCCn1c(N)c(-c2nc3ccccc3s2)c2c([N+](=O)[O-])nn(C)c(=O)c21	-7%	0%	?	.	2%	-3%
Cc1cccc(C(=O)OCC(=O)N2CCC(c3ccccc3)=N2)c1O	.	-21%	33%[activator]	11%	4%	9%
COc1ccc(-c2nc3ccccc3c(=O)o2)cc1OC	-2%	3%	0%	26%	15%	-2%
COc1ccc(C(=O)NC(=S)NCc2cccnc2)cc1Cl	-3%	-23%	0%	-25%	?	-8%
CN(Cc1cnn(C)c1)C(=O)c1cc2ccccc2oc1=O	-1%	-22%	?	7%	6%	4%
COc1ccccc1Nc1nc(-c2sc(NC(=O)c3ccccc3)nc2C)cs1	-10%	-24%	?	?	-34%	-18%
CCn1c(SC)nnc1-c1sc2cc(Cl)ccc2c1Cl	6%	5%	.	?	5.6µM*	-10%
Cc1cc(N2CCOCC2)nc2ccc(NC(=O)CCC(=O)N3CCCC(C)C3)cc12 (stereo unspecified)	-2%	0%	?	-25%	-11%	-1%
COc1ccc(C2=NN(C(=O)CSc3ncccn3)C(c3cccc(OC)c3OC)C2)cc1 (stereo unspecified)	-7%	14%	?	?	-1%	-4%
COC(=O)C1=C(C)N(Cc2ccccc2)C(=NCc2ccccc2)N[C@H]1c1ccccc1	-4%	-4%	1.7µM*	?	?	-7%

Additional results:
smiles	LmPK inhibitor	Sm TGR block	Pf growth 96h	Pf growth 48h	HCV inh	Tb PYK inh
CCCC(=O)Nc1ccc(C(=O)Nc2cccc(OC)c2)cc1	-5%	4%	85%[activator]	91%[activator]	-22%	0%
CC1CCCN(C(=O)NC(=O)c2ccc(Cl)cc2)C1 (stereo unspecified)	0%	5%	35%[activator]	19%	1%	0%
Cc1ccc(NC(=O)CN(C)c2ccc(S(=O)(=O)N3CCCC3)cn2)cc1	0%	10%	?	-23%	-8%	3%
Cc1sc(NC(=O)/C=C/C(=O)O)c(C(N)=O)c1-c1ccc(C(C)(C)C)cc1	-8%	-2%	167%[activator]	8.3µM*	22%	-23%
Cc1noc(C)c1-c1ccc2ncnc(NC(C)c3ccco3)c2c1 (stereo unspecified)	.	?	?	?	.	4%
Fc1ccc(CNc2nc(-c3ccccc3)nc3ccccc23)cc1	4%	-1%	-29%	?	?	3%
CCN(CC)c1ccc(C(=O)NNC(=O)c2cccn2C)cc1	.	-12%	101%[activator]	56%[activator]	7.1µM*	-2%
COc1cccc(CNC(=O)COC(=O)c2nc(Cl)c(Cl)c(Cl)c2Cl)c1	.	3.2µM*	-4%	-17%	?	-4%
CC1(C)CC(NC(=O)c2coc(=O)c(Br)c2)CC(C)(C)N1	5%	-26%	?	-9%	1%	-2%
CCCCC(=O)Nc1ccc(C(=O)NCC(=O)OC)cc1	1%	-3%	.	8%	16%	-2%
Cc1cc2c(cc1S(=O)(=O)CCC(=O)NCCc1ccccc1)OCC(=O)N2	-1%	-4%&-1%	8.3µM*	-11%	-2%	4%&-10%
CCCNC(=O)CC(NS(=O)(=O)c1ccc(OC)cc1)c1ccco1 (stereo unspecified)	0%	-9%	40%[activator]	19%	11%	3%
O=C(NCC(c1ccccc1)N1CCCC1)C1CCN(C(=O)Nc2ccccc2)CC1 (stereo unspecified)	.	-7%	?	?	4%	6%

Source: PubChem BioAssay
